All columns: NCI-60 one-dose screen, growth in % after 48 h at 10 µM unless noted; 100 = growth as untreated, 0 = no growth, -100 = all killed.
HT29 – HT29 colon cancer. hit rate 7.4% among 81,000
COLO 205 – COLO 205 colon cancer; hit rate 7.3% among 79,000; AID 1794742
HCC-2998 – HCC-2998 colon cancer; hit rate 4.7% among 79,000; AID 1794799
SNB-75 – SNB-75 CNS cancer; AID 1794750; hit rate 5% among 79,000
HCT-116 – HCT-116 colon cancer | hit rate 7.3% among 82,000 | AID 1794798
A498 – A498 renal cancer cells; hit rate 5.4% among 76,000
KM12 – KM12 colon cancer cells; hit rate 5% among 82,000; AID 1794800
HCT-15 – HCT-15 colon cancer; hit rate 5.2% among 82,000
SW-620 – SW-620 colon cancer; hit rate 5.2% among 82,000; AID 1794795
An asterisk follows results filed as active; nt = no result given; & = joins results of further samples. The calls were made as follows: active = growth percent below 10; inactive = the rest.

SMILES	HT29	COLO 205	HCC-2998	SNB-75	HCT-116	A498	KM12	HCT-15	SW-620
COc1cccc(/C=C2\Oc3cc(O)ccc3C2=O)c1	107.9	nt	117.5	103.2	99.0	nt	108.5	93.3	102.8
CC(C)CCNC(=O)/C=C/Cn1ccc2ccccc2c1=O	102.5	107.3	106.5	107.0	103.8	84.4	105.1	109.8	101.6
Cc1ccc(Nc2nc(N)nc(N)c2N)cc1C	nt	92.2	97.0	87.8	110.4	90.9	107.0	107.6	112.9
[O-][n+]1onc(-c2csc(-n3nc(-c4ccccc4)cc3-c3ccccc3)n2)c1-c1ccccc1	89.4	108.2	111.9	nt	92.3	nt	96.1	96.0	92.8
COc1ccc(C(=O)/C=C/c2c(Cl)nc3c(c(C)nn3-c3ccccc3)c2-c2ccc(Cl)cc2)cc1	109.2	120.7	111.3	93.3	90.5	118.6	116.2	97.2	106.3
CCC1(c2ccccc2)C(=O)Nc2ccc(C)cc21 (configuration not stated)	94.3	106.9	98.4	nt	100.0	114.1	88.5	105.3	102.3
Cc1cc(O)ccc1N=Nc1ccccc1	106.8	114.5	106.9	89.6	94.7	97.3	97.6	102.1	105.2
COC(=O)[C@]12CC[C@@H](C)[C@H](C)[C@H]1C1=CC[C@@H]3[C@@]4(C)C/C(=C/c5ccccc5)C(=O)C(C)(C)[C@@H]4CC[C@@]3(C)[C@]1(C)CC2	105.0	120.5	107.6	97.7	95.6	104.1	98.3	105.1	110.0
CC(C(O)C(F)(F)F)[N+](C)(C)C (configuration not stated)	102.6	102.5	87.9	73.7	92.4	nt	95.3	88.9	92.9
CC(C)COC(=O)c1ccccc1	98.9	102.2	105.4	93.9	109.2	92.9	97.5	108.7	112.0
c1ccc2sc(SCCCCn3ccnc3)nc2c1	71.8	108.5	100.6	110.2	94.5	81.9	98.7	99.5	95.0
CC(C)COC(=O)c1ccc(NC(=O)CNCc2ccccc2)cc1	100.1	108.6	101.1	82.2	101.5	98.1	101.9	103.3	102.2
NS(=O)(=O)c1ccc(Nc2cc(-c3ccccc3)nc(SCC(=O)c3ccccc3)n2)cc1	106.2	116.2	100.8	91.6	101.2	94.9	102.2	99.4	101.8
Sc1cccc2c(S)cccc12	107.3	114.7	nt	99.5	94.9	102.2	107.3	101.1	109.9
CC1(C)CC(=O)C2=C(C1)N(c1ccc(F)cc1F)C(N)=C(C#N)C2c1ccccc1Br (configuration not stated)	76.6	73.5	102.4	67.6	53.2	nt	86.6	40.9	94.4
O=C(NS(=O)(=O)c1ccccc1)c1ccc2c(c1)nc(-c1ccccc1)n2C1CCCCC1	84.5	105.2	118.7	82.1	84.3	87.3	98.9	102.0	115.7
O=S(=O)(Nc1cc(Cl)ccc1Cl)c1ccc(-c2cnc(C3CC3)o2)cc1	5.5*	43.5	67.4	-9.0*	21.5	-7.0*	24.0	26.2	21.0
CCCCCCCCCCCCCCCCNC(=O)C(C)O (configuration not stated)	93.4	104.7	104.1	84.4	97.8	65.2	102.1	101.6	102.0
CCN(CC)CCOc1ccc(N)cc1	97.2	115.4	102.7	86.7	97.2	87.5	102.0	97.6	100.4
CC(=O)N1CCN(c2cc3c(cc2F)c(=O)c(C(=O)NC2[C@H](O)OC(CO)[C@@H](O)[C@@H]2O)cn3C2CC2)CC1 (some centres not stated)	103.8	112.2	102.1	95.7	109.7	118.0	102.7	109.2	103.5

The last two compounds of the section above lead into the next:
SMILES	HT29	COLO 205	HCC-2998	SNB-75	HCT-116	A498	KM12	HCT-15	SW-620
CCN(CC)CCOc1ccc(N)cc1	97.2	115.4	102.7	86.7	97.2	87.5	102.0	97.6	100.4
CC(=O)N1CCN(c2cc3c(cc2F)c(=O)c(C(=O)NC2[C@H](O)OC(CO)[C@@H](O)[C@@H]2O)cn3C2CC2)CC1 (some centres not stated)	103.8	112.2	102.1	95.7	109.7	118.0	102.7	109.2	103.5
O=S1(=O)N=C(Cl)c2ccccc21	104.7	113.9	95.9	95.9	104.7	98.6	100.5	96.1	105.8
Cc1ccc(NC(=O)NC2CCCCC2)cc1	100.8	105.0	110.5	107.1	105.0	98.2	100.6	96.3	107.8
O=C1[C@H]2Cc3c([nH]c4ccccc34)[C@@H](c3c(Cl)cccc3Cl)N2C(=O)CN1C1CCN(Cc2c(F)cccc2F)CC1	49.8	63.6	nt	59.7	63.9	64.2	77.7	59.1	80.4
Cn1c(=O)c2ncn(C)c2n(C)c1=O	97.1	109.5	116.5	101.2	110.2	93.1	108.1	98.5	105.7
c1coc([C@@H]2C[C@@H]3Cc4ccc5ccccc5c4N2O3)c1	nt	130.3	106.5	89.2	99.2	90.2	106.7	99.5	103.4
O=C1C=Cc2ccccc2C1=C1SCCS1	107.8	100.9	107.2	77.6	102.0	122.8	105.9	100.0	111.9
C=COCCCCCCCCCCCCCCCCCC	102.2	104.3	99.3	121.9	102.8	92.7	92.8	113.8	104.2
CC(=O)SCC(Cc1ccccc1)C(=O)NCC(=O)OCc1ccccc1 (configuration not stated)	103.1	112.0	104.3	101.6	100.8	87.2	111.5	105.9	105.5
CCOC(=O)c1[nH]c(Cc2[nH]c(C)c(C(=O)OCC)c2C)c(C(=O)OCC)c1C	78.5	124.0	103.0	63.2	79.1	73.9	93.5	81.2	94.4
O=[N+]([O-])c1ccc(O)c(C=NCCN=Cc2cc([N+](=O)[O-])ccc2O)c1	96.9	104.7	99.3	89.0	95.3	109.5	104.1	95.7	101.5
Nc1ncncc1-c1ccc(F)cc1	113.1	113.8	108.7	85.3	108.0	95.2	109.8	103.3	113.7
CC(=O)N(C(C)=O)c1ncc(-c2ccc(C(F)(F)F)cc2)c(NC2CCCCCC2)n1	74.2	84.2	90.0	77.4	69.4	73.8	79.5	77.9	101.5
COc1ccc2c(-c3cc4c(oc3=O)-c3ccccc3OC4OC(C)=O)cc(=O)oc2c1 (configuration not stated)	83.6	65.3	nt	64.6	79.6	69.7	104.5	78.6	93.5
CCOC(=O)Oc1ccc([N+](=O)[O-])c(C=O)c1	nt	112.4	86.3	96.3	98.0	114.9	105.0	97.6	104.5
COc1cc2c(cc1-c1c(C)noc1C)ncc1nc(C3CCCCC3)n([C@H](C)COC(F)F)c12	19.3	24.7	43.7	41.0	28.4	-13.1*	46.3	15.1	58.7
O=C1NC(c2cccc([N+](=O)[O-])c2)c2sc3c(F)cccc3c2C1Cl (configuration not stated)	97.7	117.2	116.0	95.8	80.5	100.0	105.2	98.7	96.6
O=C(O)/C=C\C(=O)N1C/C(=C\c2ccccc2Cl)C(=O)/C(=C/c2ccccc2Cl)C1	-78.1*	-67.4*	-91.8*	-10.3*	-97.2*	nt	-71.9*	-48.8*	-50.0*
N#Cc1nc(C(c2ccccc2)c2ccccc2)oc1NCCN1CCCCC1	84.8	86.0	105.6	59.6	87.6	95.7	104.2	93.1	91.7
COc1ccc(/C=C/c2nc(Nc3cccc(C(C)=O)c3)c3ccccc3n2)cc1	89.4	58.3	82.5	89.2	91.0	29.0	59.5	46.2	78.2
COc1ccc(-c2nc(SCC(=O)Nc3nc4ccc(C)cc4s3)[nH]c(=O)c2C#N)cc1OC	107.4	114.7	105.1	60.4	94.8	102.2	101.5	104.3	96.2
Cc1ccnc(NS(=O)(=O)c2ccc(N)cc2)n1	99.1&112.9	102.7&109.6	95.7&108.3	69.5&106.7	99.7&105.2	96.2&103.1	103.9&108.2	95.4&101.0	95.8&103.1
Cc1cc([N+](=O)[O-])cc(C)c1OC(=O)c1ccc(N=C(N)N)cc1	67.1	86.0	88.7	59.2	55.8	32.8	91.7	93.2	90.0
Cc1cnc2c(=O)[nH]c(N)nc2n1	110.2	118.0	114.8	119.8	122.8	123.3	114.8	124.5	112.6
O=C(c1cccc([N+](=O)[O-])c1)c1cccc([N+](=O)[O-])c1	97.3	116.1	92.4	98.8	96.3	67.2	92.3	102.2	106.8
CN(Cc1cnc2nc(N)nc(N)c2n1)c1c(Cl)cc(C(=O)NC(CCC(=O)O)C(=O)O)cc1Cl (configuration not stated)	30.4	53.0	20.9	63.9	18.9	47.7	29.6	28.0	29.1
Cc1ccc(C(SCC(N)C(=O)O)(c2ccc(C)cc2)c2ccc(C)cc2)cc1 (configuration not stated)	14.1	0.6*	1.4*	-6.9*	-25.5*	46.3	0.3*	30.1	20.5
CN1CCN(CCc2cc3c(cc2Cl)N(Cc2ccc(-c4ccccc4C#N)cc2)C(=O)C3)CC1	86.9	109.1	93.1	60.1	81.9	84.2	80.2	94.6	89.7
CO[C@@H]1[C@@H](O[C@@H]2O[C@H](C)[C@@H](O[C@H]3C[C@@](C)(O)[C@H](O)[C@H](C)O3)[C@H](N(C)C)[C@H]2O)[C@@H](CC=O)C[C@@H](C)[C@@H](O[C@H]2CC[C@H](N(C)C)[C@@H](C)O2)/C=C/C=C/C[C@H](C)OC(=O)C[C@H]1O	114.2	96.8	101.9	93.2	101.1	nt	101.3	99.0	109.0
CC(=O)CC[C@H]1C(=O)N[C@@H](C(C)C)C(=O)N[C@@H](Cc2cc(O)cc(F)c2)C(=O)N2CCC[C@H](N2)C(=O)O[C@H](/C(C)=C/C=C/C(=O)OC(C)(C)C)C/C=C/C=C/[C@H](O)[C@H](C)[C@H]1O	29.6	51.7	51.8	54.6	26.6	82.3	34.1	26.6	25.4
Nc1oc2ccc(Cl)cc2c(=O)c1-c1ccc(Cl)cc1	103.5	106.6	nt	93.3	97.1	92.4	99.1	90.6	101.2
Nc1ccccc1-c1cc2c(c3c1[nH]c1ccccc13)CCCCCCC2	82.2	96.9	101.3	98.1	79.8	120.2	81.0	81.2	91.5
CC1(C)CCC(C)(C)C2CC3C(CC21)C(C)(C)CCC3(C)C (configuration not stated)	113.2	114.5	103.0	119.7	108.5	116.2	113.1	114.7	112.0
O=C1c2cc3c(cc2-c2c1c1cc(Cl)c(Cl)cc1c(=O)n2C[C@H](O)CO)OCO3	-38.8*	-39.4*	-5.6*	-31.4*	-25.4*	-73.3*	-21.0*	1.3*	12.7
CC(C)N(CCOC(=O)c1cc(I)c(-c2ccccc2)cc1O)C(C)C	98.6	99.2	107.0	87.3	97.2	91.3	104.6	103.4	108.7
COc1ccc(C(=O)/C=C/c2c(Cl)nc3c(c(C)nn3-c3ccccc3)c2-c2ccc(Br)cc2)cc1	100.5	110.5	114.2	88.2	101.9	112.4	108.9	102.3	110.4
CCOC(=O)c1cc(-c2cccc3ccccc23)nc2ccccc12	101.1	107.8	108.2	114.5	91.5	86.2	97.2	98.4	95.0
C/C(=C\C(=O)c1ccc(Cl)cc1)c1ccc(Cl)cc1	108.7	97.5	82.2	92.8	101.1	104.1	26.2	44.6	99.3
NC(=O)c1cccc(-n2ccc3cc(NC(=O)Nc4ccc(F)c(C(F)(F)F)c4)ccc32)n1	52.2	68.7	106.4	40.4	56.4	nt	32.1	49.6	104.9
Oc1ccc(Cl)cc1-c1cc(-c2ccc(F)cc2)n[nH]1	98.7	81.7	37.8	nt	51.5	69.6	37.0	30.0	75.5
O=C(O)CCCc1cn(Cc2cn(CC(=O)Nc3ccc(Br)cn3)nn2)c2ccccc12	99.2	103.3	97.8	90.5	89.7	91.1	96.9	99.8	94.2

3 compounds already listed, ordered by formula weight, lowest first.
SMILES	HT29	COLO 205	HCC-2998	SNB-75	HCT-116	A498	KM12	HCT-15	SW-620
Sc1cccc2c(S)cccc12	107.3	114.7	nt	99.5	94.9	102.2	107.3	101.1	109.9
N#Cc1nc(C(c2ccccc2)c2ccccc2)oc1NCCN1CCCCC1	84.8	86.0	105.6	59.6	87.6	95.7	104.2	93.1	91.7
CC(=O)N(C(C)=O)c1ncc(-c2ccc(C(F)(F)F)cc2)c(NC2CCCCCC2)n1	74.2	84.2	90.0	77.4	69.4	73.8	79.5	77.9	101.5

Continuation:
SMILES	HT29	COLO 205	HCC-2998	SNB-75	HCT-116	A498	KM12	HCT-15	SW-620
CC(C)NCC(C)(C)[N+](=O)[O-]	101.0	99.6	98.0	111.1	91.9	105.8	104.5	96.4	101.2
Clc1ccc(CSC2=NCCN2)cc1	99.9	116.3	105.2	93.9	100.8	84.4	106.8	101.6	94.8
CCN1C(=O)N(c2ccccc2)C2NC(=S)N(/N=C/C=C/c3ccccc3)C21 (configuration not stated)	4.8*	-8.2*	17.6	35.5	2.7*	6.8*	21.0	12.6	26.5
CCCCOC(=O)C(C)OCCC#N (configuration not stated)	103.3	116.7	92.5	88.4	103.1	nt	99.6	98.8	102.3
CSc1nc2nc(-c3cc4ccccc4oc3=O)ccc2c(=O)n1C	113.3	107.9	108.2	86.2	98.1	101.8	100.6	95.0	94.7
S=c1[nH]nc(-c2ccc3c(c2)nc(-c2ccccc2)n3C2CCCCC2)o1	91.3	nt	95.3	88.8	100.2	105.9	96.3	109.3	105.2
Cc1cc(C(=O)NN)c(C#N)c(=O)[nH]1	124.3	94.1	112.1	84.6	100.2	95.7	122.4	105.1	101.7
N#C/C(=C/c1ccccc1Cl)C(N)=O	103.6	102.9	106.9	111.6	99.1	97.6	107.0	94.6	115.2

Quoted at random: 4 compounds from above.
SMILES	HT29	COLO 205	HCC-2998	SNB-75	HCT-116	A498	KM12	HCT-15	SW-620
Oc1ccc(Cl)cc1-c1cc(-c2ccc(F)cc2)n[nH]1	98.7	81.7	37.8	nt	51.5	69.6	37.0	30.0	75.5
Nc1oc2ccc(Cl)cc2c(=O)c1-c1ccc(Cl)cc1	103.5	106.6	nt	93.3	97.1	92.4	99.1	90.6	101.2
CO[C@@H]1[C@@H](O[C@@H]2O[C@H](C)[C@@H](O[C@H]3C[C@@](C)(O)[C@H](O)[C@H](C)O3)[C@H](N(C)C)[C@H]2O)[C@@H](CC=O)C[C@@H](C)[C@@H](O[C@H]2CC[C@H](N(C)C)[C@@H](C)O2)/C=C/C=C/C[C@H](C)OC(=O)C[C@H]1O	114.2	96.8	101.9	93.2	101.1	nt	101.3	99.0	109.0
COc1ccc2c(-c3cc4c(oc3=O)-c3ccccc3OC4OC(C)=O)cc(=O)oc2c1 (configuration not stated)	83.6	65.3	nt	64.6	79.6	69.7	104.5	78.6	93.5
